# TSHR antag – blocks TSH signaling through the human TSH receptor; P16473; TSHR-expressing cells, TSH-stimulated cAMP HTRF, 2 h; hits give low values; activity change, negative = inhibition, % at 11.5 µM; 330,000 compounds, 0.2% hits;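 active = activity change below a set negative limit, meaning inhibition stronger than a set level, cut at about -70% in these data; inconclusive = activity change between two set negative limits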; also: % is scaled to controls: 0 for no effect and ±100 for the full control effect
#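 Read-out is FRET at 665 nm (cryptate excitation 337 nm) from a cryptate-tagged anti-cAMP antibody, competed by cell cAMP against cAMP-d2. Compounds are tested on freshly harvested TSHR cells challenged with 4nM TSH (EC80) for 2 hours at 37 deg C.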
# Tb PFK inh – inhibitors of T. brucei phosphofructokinase; AID 485367; Potency, µM (titrated, usually from 57.5 µM), for the others: at the highest dose activity, negative = inhibition, hits mostly inhibitors; T. brucei PFK, ADP-Glo luminescence; 330,000 compounds, 0.17% hits;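 also: potency is read from the fitted curve at half-maximal effect; 0% = uninhibited 1x PFK enzyme wells and -100% = no-enzyme wells; nearly all actives have a fitted effect of over 60% in size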
#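 In TEA buffer at pH 8.0 with 5 mM MgCl2, enzyme (1.25 nM) converted F6P (0.5 mM) and ATP (0.1 mM) for 45 min at room temperature. ADP product was read by luciferase luminescence.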
# GALK inhibitor – blocks human galactokinase activity; Purified GALK, Kinase-Glo residual ATP luminescence; 270,000 compounds, 0.007% hits; P51570; Potency, µM (highest dose often 57.5 µM), for inactives: top-dose activity change, negative = inhibition, hits mostly inhibitors; also: potency is read from the fitted curve at half-maximal effect; % is scaled to controls: 0 for no effect and ±100 for the full control effect
#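 Human GALK (5 nM) with 35 uM ATP and 100 uM galactose in 20 mM HEPES pH 8.0, 5 mM MgCl2, 60 mM NaCl, 1 mM DTT, 0.01% BSA. After 1 h at room temperature, leftover ATP was read by Kinase-Glo Plus luminescence.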
# KCNH2 WT inh – blocks the wildtype human KCNH2 potassium channel; U2OS, BacMam KCNH2, thallium flux FluxOr; hits give low values; AID 720551; 340,000 compounds, 0.37% hits; Q12809; activity change, % at 1.84 µM;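 active = maximum activity change below -70%; inconclusive = maximum activity change between -70% and -50%; inactive = maximum activity change above -50%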; also: % is scaled to controls: 0 for no effect and ±100 for the full control effect
#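 U2OS cells were transduced with wild-type KCNH2 virus (2.03 x 10^8 / mL) for 4 h at room temperature, then cultured overnight at 37 C. Thallium flux was read with FluxOr dye. Rate constants were normalized to DMSO controls.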
# Chronic BCR inh – chronic active BCR signaling inhibition | Potency, µM (series often up to 46.1 µM), without a hit: at the top dose ratio change, negative = lower green/red ratio, actives largely listed as inhibitors | ABC-DLBCL IkBa-CBG/CBR reporter, luminescence ratio, 4 h | 340,000 compounds, 0.05% hits; active = well fitted inhibition curve with a large enough effect in the signal ratio, with a control signal flat, not every such curve was filed as active; inconclusive = small, poorly fitted or top-dose-only effect, or effect the other way, or a change in a side signal; the % refers to the signal ratio;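 also: potency is read from the fitted curve at half-maximal effect; plate controls were basal doxycycline-induced cells for no effect and cells given 10 µM MG132 for full effect; MG132 reads +100%, hits lower the ratio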
#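 Concentration-response series (up to 46 uM) were applied to TMD8 dual-reporter cells for 4 h at 37C with doxycycline. Green/red ratio, after filter-overlap correction, defined %Activity; red signal alone was normalised to basal cells and zero luminescence.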
# A-T KAP1 phos – candidate therapy for ataxia-telangiectasia. AID 485349. 320,000 compounds, 0.19% hits. Potency, µM (top dose mostly 57.5 µM), for the others: at the top dose activation, most hits filed as activators. […] A-T fibroblasts, KAP-1 phosphorylation AlphaLISA; neocarzinostatin DNA damage 30 min before lysis; also: potency is read from the fitted curve at half-maximal effect; % of control where 0% means no effect; nearly all actives have a fitted effect of over 45% in size
#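 ATM-like activity read as KAP-1 phosphorylation via AlphaLISA donor/acceptor antibody pairs after lysis and 6 hr at 25C. Cells were ATM-null patient fibroblasts ([…], hTERT), dosed 60 min, then exposed to the DSB inducer NCS for 30 min.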
# TCR act – activators of T cell receptors; primary human leukocytes, anti-CD3, IL-2 HTRF, 48 h; Potency, µM (series often up to 9.22 µM), for the others: at the highest dose activation of IL-2 secretion, actives largely listed as activators; 330,000 tested, under 10 active; AID 504894; also: % of control where 0% means no effect
#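 HTRF read-out of IL-2 secretion: europium cryptate donor excited at 320nm, d2 acceptor emission at 665nm. Cells were primary human leukocytes incubated 48 hr with compounds and a-CD3 beads, supplying TCR signal only.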
# FBPA coupling cs – coupling enzyme interference in Giardia aldolase counter-screen; AID 2472; activity change, negative = inhibition, % at 58.2 µM, hits read low; coupling enzyme system counterscreen, AmpLite Red fluorescence; 290,000 compounds, 0.67% hits; in the data active = activity change below about -30%; also: % is scaled to controls: 0 for no effect and ±100 for the full control effect
#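 Fluorescence at 525 nm excitation and 598 nm emission measured inhibition of the coupled detection system without aldolase. Compounds (at 57.5 uM final) were preincubated 10 min at room temperature with coupling enzyme reagent before a 20 min substrate/AmpLite Red step.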
# MLL CXXC-DNA inh – inhibitors of human MLL CXXC domain-DNA interaction; Q03164; MLL-CXXC / FITC-HOXA9 DNA fluorescence polarization; Potency, µM (highest dose often 115 µM), for the others: at the top dose activity change, negative = inhibition, actives largely listed as inhibitors; 290,000 compounds, 0.037% hits; active = well fitted inhibition curve with a large enough effect in the polarisation, with a control signal flat, not every such curve was filed as active; inconclusive = small, poorly fitted or top-dose-only effect, or effect the other way, or a change in a side signal; inactive = no such curve, though single readings can be large or run the other way; the % refers to the polarisation; also: potency is read from the fitted curve at half-maximal effect
#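 Steps: dispense CXXC domain solution (7 uM) → pin compounds or unlabeled HOX-A9 DNA control → 5 min ambient → add FLSN-HOX-A9 solution (50 nM) → spin → 30 min ambient → fluorescence polarization. Tris pH 7.5/NaCl/DTT/BSA buffer.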
# Giardia kill – Giardia lamblia killing. Giardia lamblia trophozoite viability. activity change, % at 7.66 µM, hits read low. 340,000 compounds, 0.15% hits. AID 540267; in the data active = activity change below about -80%; inconclusive = between about -30% and that limit;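 also: parasites exposed to compound for two days anaerobically before the ATP read; % is scaled to controls: 0 for no effect and ±100 for the full control effect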
#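 Each well holds 100 Giardia trophozoites and compound. After two days (48 hrs) at 37 deg C in anaerobic conditions, ATP is quantified by luminescence.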
# * = called active by the depositor; ? = inconclusive; / = no result given; [ ] = another dose, or the depositor's remark. Unless noted, calls follow the shape of the dose curve; as a rule, active = well fitted curve in the direction sought with a large enough effect; inconclusive = small, poorly fitted or top-dose-only effect, or another doubt; inactive = no such curve, though single readings can be large; an effect the other way counts as inactive or inconclusive.
SMILES,TSHR antag,Tb PFK inh,GALK inhibitor,KCNH2 WT inh,Chronic BCR inh,A-T KAP1 phos,TCR act,FBPA coupling cs,MLL CXXC-DNA inh,Giardia kill
O=C(NNC(=O)C1CCC1)c1ccccc1,2.5,-3.5%,/,-2.8,1.2%,-1.0%,-3.9%,/,/,-4.3
CN(C(=O)CSc1nc2ccccc2n1CCc1ccccc1)C1CCS(=O)(=O)C1 (stereo not drawn),-0.7,-14.4%,-0.2%,28.7,8.9%,-1.5%,-0.6%,-0.5,-1.3%,1.1
COc1ccc(-c2nnc(SCC(=O)N3CCCC3)o2)cc1,-2.9,0.6%,-2.3%,3.8,?,-4.8%,-4.2%,-0.1,0.3%,4.0
C/C(=N\NC(=O)c1nnn(-c2nonc2N)c1COc1ccc(F)cc1)c1ccc(Cl)cc1,-1.1,-1.1%,/,-0.1,2.3%,-6.1%,6.3%,0.7,-7.7%,-19.2
CCCS(=O)(=O)N1CCCC(C(=O)NCCCN(C)c2ccccc2)C1 (stereo not drawn),-9.0,2.0%,0.0%,1.9,-9.2%,-1.0%,-2.7%,-0.2,0.2%,1.2
COc1ccc(CC(=O)Nc2cccc(S(=O)(=O)N3CCCCCC3)c2)cc1OC,-29.0,-0.1%,0.0%,9.6,2.0%,0.9%,0.1%,-0.1,3.0%,9.5
COc1ccc(NC(=O)C2=NN(C3CCS(=O)(=O)C3)C(=O)CC2)cn1 (stereo not drawn),-5.4,-2.2%,-1.1%,-11.9,17.2%,-1.9%,-7.1%,-42.1*,1.9%,17.8
C[C@H](CO)N1C[C@H](C)[C@@H](CN(C)C(=O)Nc2ccc(C(F)(F)F)cc2)Oc2ccc(NC(=O)C3CCCCC3)cc2C1=O,-10.7,5.5%,/,-4.8,-3.8%,5.1%,-0.2%,/,/,19.9
CNC(=O)c1cccc2nc3ccccc3nc12,-10.8,0.1%,-1.6%,2.5,?,-7.7%,1.4%,-1.9,-22.3%,-3.3
O=C(Nc1cccc(S(=O)(=O)N2CCCCC2)c1)C1CCCN1S(=O)(=O)c1ccccc1F (stereo not drawn),-0.6,-3.1%,/,5.7,-13.1%,0.4%,5.3%,/,/,-2.1
COC(=O)c1ccccc1NC(=O)Cn1c(SC)c(F)cnc1=O,11.5,0.9%,1.3%,-5.6,-11.0%,12.3%,4.1%,2.2,8.4%,-23.0
CC1CCN(Cc2cc(=O)oc3ccc(C(C)C)cc23)CC1,2.3,-21.2%,2.7%,-14.7,1.0%,35.1%,2.9%,-0.8,5.0%,-2.0
COc1ccc(C(=O)N(Cc2ccco2)C(C(=O)NC2CCCC2)c2ccc(O)cc2)cc1OC (stereo not drawn),-7.6,-7.1%,0.0%,1.3,-4.7%,7.8%,/,2.6,-6.9%,-3.6
COc1ccc(CC(=O)N2CCCC(CNC(=O)c3ccccc3Cl)C2)cc1 (stereo not drawn),23.8,-0.9%,1.0%,-2.9,-5.3%,5.8%,-2.4%,1.0,25.6%,-16.7
COc1cc(C)c(S(=O)(=O)N2CCCC2)cc1C(C)C,-13.7,1.3%,-3.4%,3.4,0.6%,4.4%,9.3%,0.5,-1.5%,0.7
Cc1cc(C)n(-c2n[nH]c(=O)c3ccccc23)n1,-0.8,0.3%,4.6%,2.3,-2.7%,17.8µM*,1.7%,-1.4,-2.6%,30.3[activator]
NNC(=O)CC12CC3CC(C1)CC(n1ncnn1)(C3)C2,5.6,-2.3%,1.7%,1.9,0.1%,1.1%,-0.2%[46.1 µM],1.8,4.0%,10.5
Cc1ccccc1NC(=O)NCC1CCN(C(=O)OC(C)(C)C)CC1,-33.2,0.8%,-2.9%,-1.4,-9.3%,6.1%,-0.2%,1.9,-10.7%,-6.1
COc1ccc(-n2nc(C(=O)NCC(=O)N3CCN(c4ccccc4)CC3)c3ccccc3c2=O)c(OC)c1,32.3,-24.0%,7.4%,-5.2,1.4%,8.4%,-0.1%,2.1,8.9%,?
Cc1ccc(NC(=O)CCn2cnc3ccccc3c2=O)cc1,-6.9,0.2%,0.9%,-1.3,-0.6%,0.9%,2.7%,-2.3,0.6%,11.3
CCOC(=O)c1c(NC(=O)c2ccoc2C)sc(C(=O)N(C)C)c1C,23.8,-6.8%,-3.2%,-8.5,?,3.5%,-3.3%,0.3,-10.1%,-13.6
COc1ccc(-c2cc(C(=O)N3CC4(C)CC3CC(C)(C)C4)no2)cc1 (stereo not drawn),-0.6,3.3%,-0.3%,8.7,?,8.1%,5.2%,-1.5,5.4%,11.9
O=C(C1CCC(CNS(=O)(=O)c2cccs2)CC1)N1CCCCC1 (stereo not drawn),-0.8,0.2%,1.1%,-2.9,-0.7%,-1.0%,3.2%,2.7,-0.2%,17.6
COc1ccccc1N1CC(C(=O)OCC(=O)Nc2c(C)cccc2C)CC1=O (stereo not drawn),-2.5,0.2%,16.4%,-7.6,-1.3%,0.2%,-5.5%,1.5,3.7%,0.0

# 3 entries out of the list above, arranged by their value in Tb PFK inh, descending.
canonical_smiles	Tb PFK inh
COc1cc(C)c(S(=O)(=O)N2CCCC2)cc1C(C)C	1.3%
NNC(=O)CC12CC3CC(C1)CC(n1ncnn1)(C3)C2	-2.3%
COc1ccc(C(=O)N(Cc2ccco2)C(C(=O)NC2CCCC2)c2ccc(O)cc2)cc1OC (stereo not drawn)	-7.1%

# Additional records follow:
SMILES,TSHR antag,Tb PFK inh,GALK inhibitor,KCNH2 WT inh,Chronic BCR inh,A-T KAP1 phos,TCR act,FBPA coupling cs,MLL CXXC-DNA inh,Giardia kill
CC1(c2ccc(OC(F)F)cc2)NC(=O)N(CC(=O)NCCC2=CCCCC2)C1=O (stereo not drawn),21.7,-2.9%,/,3.6,-0.8%,-5.8%,-3.4%,/,/,-16.5
CCN1C(=O)[C@@H]2Cc3c([nH]c4ccccc34)C(c3cc(OC)c(OC)c(OC)c3)N2C1=S (stereo partly drawn),-9.4,0.7%,-2.0%,0.1,-11.6%,-10.3%,-11.2%,-4.5,?,2.8
COc1ccc(C(=S)N2CCCC2)cc1,-29.0,2.5%,0.3%,-5.0,-22.7%,8.6%,10.2%[46.1 µM],4.0,17.8%,-9.5
CCc1cccc2c(C(=O)CSc3nncn3C)c[nH]c12,-4.4,4.4%,0.1%,0.8,-16.2%,6.7%,1.4%,0.0,0.4%,12.4
CCn1c(SCC(=O)Nc2ccc(NC(=O)c3ccco3)c(OC)c2)nc2ccccc2c1=O,14.7,1.8%,3.5%,66.4,0.2%,?,/,4.6,7.2%,-2.1
CCC(C)(C)n1nnnc1CN(Cc1cccs1)Cc1cc2cc(OC)ccc2[nH]c1=O,-24.2,1.8%,0.3%,2.6,-13.2%,11.6%,3.4%,0.0,4.7%,-7.6
Cc1cc(C)c2cc(C(=O)N(C)C3CCN(C)CC3)[nH]c2c1,6.3,-2.7%,-0.1%,-1.0,-0.3%,-5.8%,-7.0%,1.7,-5.6%,2.4
CNC(=O)C(=O)NCC1OCCCN1S(=O)(=O)c1ccc(F)cc1C (stereo not drawn),5.3,1.8%,-2.7%,-7.9,0.1%,2.4%,-4.6%,/,0.7%,-10.3
O=C(OCc1c(-c2ccccc2)ncc2ccccc12)c1ccc(Br)cc1,20.5,0.0%,/,-11.0,?,0.0%,2.3%,/,/,6.2
O=C(Nc1nc(-c2ccc(F)c(F)c2)cs1)Nc1ccc(F)cc1F,-6.0,-18.2%,2.8%,0.6,4.5%,-13.0%,0.3%,0.6,7.9%,-6.7
O=C(CCSc1nc(-c2ccco2)cc(C(F)(F)F)n1)N1CCCc2ccccc21,-12.2,0.3%,0.1%,12.9,?,3.2%,-0.2%,-2.8,15.7%,0.4
Cc1sc(NC(=O)c2ccccc2)c(C(=O)NC(C)C)c1C,-5.1,2.0%,-0.7%,-6.3,-3.5%,-1.1%,/,-3.0,-10.1%,-3.2
Cc1cccc(NC(=O)C(C)Sc2nnc(-c3cccnc3)o2)c1 (stereo not drawn),8.0,-3.9%,/,-4.6,-2.0%,1.2%,-13.7%,/,/,20.0
CC1CCCCC1NC(=O)COC(=O)COc1ccc(Cl)cc1 (stereo not drawn),2.2,-3.9%,2.9%,12.2,5.1%,1.4%,-0.6%,0.7,8.8%,-15.7
Nc1nc(CSC(=S)N2CCCCC2)nc(Nc2ccccc2)n1,-6.1,2.8%,6.1%,5.7,?,0.9%,-7.2%,2.0,14.4%,-14.0
COc1ccccc1C1C(C(C)=O)=C(O)C(=O)N1CCc1ccccc1 (stereo not drawn),19.2,-19.9%,0.9%,3.8,4.7%,5.5%,/,10.2,-21.6%,10.6
c1ccc(COc2ccc(Nc3ncnc4nc[nH]c34)cc2)cc1,-21.7,?,2.6%,0.0,?,15.9%,3.6%,0.8,11.7%,10.2

# Screens: PubChem, National Center for Advancing Translational Sciences (NCATS)
